NPY-Y2 PAM-ag – NPY-Y2 potentiators or agonists, primary screen, cell-based. Neuropeptide Y receptor type 2 (Homo sapiens), P49146. cells expressing NPY-Y2, potentiator/agonist read-out. AID 1359, 2008. activation, % at 3.6 µM. 220,000 compounds, 0.45% hits; in the data active = activation above about 27%;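 also: cells stimulated with NPY near EC25 plus isoproterenol at EC100; 0% = vehicle plus submaximal agonist and 100% = vehicle plus saturating agonist; some results beyond the cut were filed as inactive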
Target sequence (P49146 whole entry, looked up): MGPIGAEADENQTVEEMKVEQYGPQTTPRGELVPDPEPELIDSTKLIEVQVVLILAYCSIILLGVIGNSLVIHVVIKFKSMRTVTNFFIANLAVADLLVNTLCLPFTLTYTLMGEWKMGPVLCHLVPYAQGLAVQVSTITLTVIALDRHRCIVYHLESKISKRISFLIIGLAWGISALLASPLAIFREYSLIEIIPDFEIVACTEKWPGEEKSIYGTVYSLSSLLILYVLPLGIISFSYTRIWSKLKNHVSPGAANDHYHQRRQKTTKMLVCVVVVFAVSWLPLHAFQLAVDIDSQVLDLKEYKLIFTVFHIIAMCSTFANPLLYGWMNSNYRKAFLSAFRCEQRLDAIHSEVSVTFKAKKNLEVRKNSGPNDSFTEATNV
NPY1 pot ag – NPY-Y1 receptor potentiators or agonists, primary screen, cell-based. NPY-Y1 expressing cells, potentiator/agonist activation. activation, % at 3.6 µM. 220,000 compounds, 0.37% hits. Neuropeptide Y receptor type 1 (Homo sapiens), P25929; in the data active = activation above about 33%, passing the limit was not always enough;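 also: cells stimulated with NPY at EC10 then isoproterenol at EC100; 0% = low agonist plus stimulus and 100% = saturating agonist plus stimulus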
CHOP inhibitor – inhibitors of CHOP promoter induction, primary screen, cell-based, unfolded protein response, luciferase reporter; AID 2732, 2010; 220,000 compounds, 3.8% hits; inhibition, % at 10 µM; CHO-K1 CHOP-promoter luciferase, tunicamycin-induced, 15-18 h;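 active = compounds that reduced the stress-induced luciferase reporter signal by more than about 70% of percent inhibition, limit read from the data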;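 also: 0% = tunicamycin plus vehicle and 100% = wells without tunicamycin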
TRPML3 ag – human TRPML3 channel agonists, primary screen, cell-based, HEK293 TRPML3-YFP, Fluo-8 calcium fluorescence, 3 µM. AID 1448, 2008. activation, % at 3 µM. 100% = the carbachol control signal. 220,000 compounds, 0.29% hits;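 active = activation above its plate's cutoff, the mean activation of the plate's test wells plus 3 SD, cut at about 12% in these data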;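 also: 0% = DMSO only wells and 100% = carbachol wells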
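Material: HEK293 cells stably carrying human TRPML3-YFP; compound dosing: single dose, 3 µM final nominal compound, 0.3% DMSO final; incubation: 1-h 37 °C dye load, 5-s basal, 120-s post-compound reads; technique: Fluo-8 intracellular calcium fluorescence, excitation 470-495 nm, emission 515-575 nm; read-out basis: percent activation from peak-to-basal fluorescence ratio, scaled between DMSO and carbachol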
S1P4 antag – S1P4 receptor antagonists, primary screen, cell-based; Sphingosine 1-phosphate receptor 4 (Homo sapiens), O95977; S1P4-expressing cells, antagonist mode, reporter read-out; inhibition, % at 4.98 µM; 220,000 compounds, 0.26% hits; AID 1510, 2009; in the data active = inhibition above about 29%;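 also: 0% = wells stimulated with agonist and 100% = vehicle wells without agonist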
Target sequence (O95977 whole entry, looked up): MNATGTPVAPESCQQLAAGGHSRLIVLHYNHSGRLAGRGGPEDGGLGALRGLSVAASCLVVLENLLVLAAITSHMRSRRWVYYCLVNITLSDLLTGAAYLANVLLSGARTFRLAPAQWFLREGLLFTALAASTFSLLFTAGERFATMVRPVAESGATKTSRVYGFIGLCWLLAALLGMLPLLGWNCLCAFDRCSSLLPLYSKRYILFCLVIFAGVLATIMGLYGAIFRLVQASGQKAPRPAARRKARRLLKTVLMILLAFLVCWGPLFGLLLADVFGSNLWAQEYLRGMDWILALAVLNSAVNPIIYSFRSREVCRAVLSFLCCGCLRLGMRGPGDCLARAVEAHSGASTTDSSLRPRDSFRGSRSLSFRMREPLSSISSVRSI
EP2 modulator – EP2 receptor modulators, cAMP readout, primary screen, cell-based, HTRF cAMP, PGE2 stimulation | induction, % at 25 µM | AID 940, 2007 | 260,000 compounds, 0.83% hits | EP2-expressing cells, cAMP HTRF FRET, PGE2 co-stimulation;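 active = compounds whose cAMP rise, as percent of the full-agonist control response, exceeds 60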;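 also: rat C6 glioma line stably carrying human EP2 under a CMV promoter; the protocol text gives 20 µM as final concentration; 100% = response of wells given 1 µM PGE2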
Target sequence (P43116 whole entry, looked up): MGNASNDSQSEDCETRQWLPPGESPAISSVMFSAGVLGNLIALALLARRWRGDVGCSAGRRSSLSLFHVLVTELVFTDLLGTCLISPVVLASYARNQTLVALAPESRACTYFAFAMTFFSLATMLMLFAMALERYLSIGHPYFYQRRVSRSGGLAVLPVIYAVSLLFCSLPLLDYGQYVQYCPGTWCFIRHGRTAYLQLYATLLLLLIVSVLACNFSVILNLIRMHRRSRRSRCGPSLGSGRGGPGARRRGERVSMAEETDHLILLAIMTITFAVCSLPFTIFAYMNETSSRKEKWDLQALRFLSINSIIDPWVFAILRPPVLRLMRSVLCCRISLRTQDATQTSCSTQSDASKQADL
TRPN1 ag – zebrafish TRPN1 channel agonists, primary screen, cell-based, HEK293, calcium fluorescence | 220,000 compounds, 0.18% hits | transient receptor potential cation channel N1 (TRPN1/NompC), Danio rerio | activation, % at 3 µM | HEK293 zebrafish TRPN1-YFP, Fluo-8 calcium fluorescence; 100% = response to 87 µM carbachol;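 active = activation above its plate's cutoff, the mean activation of test wells on that plate plus 3 SD, cut at about 19% in these data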;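 also: 0% = DMSO alone and 100% = 87 µM carbachol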
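Material: zebrafish TRPN1-YFP in HEK293 cells; Doses: single test compound dose, 3 µM nominal, 0.3% DMSO; Timing: dye loading 1 h at 37 °C, then 30 min room temperature; Technique: intracellular calcium fluorescence with Fluo-8; Benchmarks: high carbachol 87 µM, low DMSO alone.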
S1P4 agonist – S1P4 receptor agonists, primary screen, cell-based. Sphingosine 1-phosphate receptor 4 (Homo sapiens), O95977. S1P4-expressing cell line, agonist reporter assay. activation, % at 4.98 µM. 220,000 compounds, 0.35% hits. AID 1509, 2009; in the data active = activation above about 11%;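 also: 0% = DMSO vehicle and 100% = reference agonist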
NPY-Y1 antag – NPY-Y1 receptor antagonists, primary screen, cell-based; Neuropeptide Y receptor type 1 (Homo sapiens), P25929; 200,000 compounds, 1% hits; HEK293-CNG Y1 cells, membrane potential fluorescence; NPY at EC95, then isoproterenol; inhibition, % at 3.6 µM;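 active = inhibition above the campaign mean inhibition of all tested compounds plus 3 SD, cut at about 20% in these data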;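 also: 0% = DMSO wells given NPY plus isoproterenol and 100% = isoproterenol alone without NPY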
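Benchmarks – high control isoproterenol alone, low control NPY with isoproterenol · Material – HEK293 Y1/CNG channel cell line · Times – dye 3 h, compound 60 min room temperature, stimulation 45 min · Probe or stimulus – NPY (25 nM), isoproterenol (1 µM), Ro 20-1724 (25 µM) · Evaluation – % inhibition of NPY effect · Signal – fluorescence, membrane potential probe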
Numbers without * were called inactive; / = not tested or not shown; & = joins results of further samples.

1	COC(=O)/C=C1\N/C(=N\c2nc(C)cc(C)n2)N(c2ccc(Cl)cc2)C1=O
2	NC(=S)N/N=C/c1ccc2c(c1)OCCO2
3	Cn1c(=O)c(=O)n(C)c2cc(S(=O)(=O)NCc3ccc(Cl)cc3)ccc21
4	CCOC(=O)Cc1c(C)c2c(C)[nH]nc2oc1=O
5	Cc1cc(=O)n(C)c(=O)n1CCCCCCN1CCCC1
6	Cn1ncc(Cl)c(Oc2ccccc2)c1=O
7	COC(=O)c1cc(OC)c(OC)cc1-n1cnc2cc(OC)c(OC)cc2c1=O
8	O=C(C1CCC1)N1CCc2cc(S(=O)(=O)N3CCN(c4ccccn4)CC3)ccc21
Assay by compound	1	2	3	4	5	6	7	8
NPY-Y2 PAM-ag	18	-1	1	-4	-5	7	6	-16
NPY1 pot ag	-1	-6	-1	-7	15	-2	6	-20
CHOP inhibitor	-3	-14	5	50	-5	-21	35	46
TRPML3 ag	-0.3	0.8	-1.9	0.7	1.0	0.5	0.2	-0.6
S1P4 antag	0	-6	-5	-16	10	22	-6	-5
EP2 modulator	-4	-34	13	-4&18	11	-2	29	16
TRPN1 ag	0.7	0.2	0.4	0.5	-1.3	-0.1	1.1	-1.9
S1P4 agonist	-1.1	0.1	0.9	1.5	-1.7	0.7	1.8	-3.7
NPY-Y1 antag	/	-3	-2	6	6	1	-3	9

9	COc1ccc(OC)c(C2Nc3nc4ccccc4n3C(C)=C2C(=O)Nc2ccc(C)cc2C)c1 (stereo not given)
10	Cc1cc(C)c2nc(N3CCCC(C(=O)N4CCC(C(N)=O)CC4)C3)sc2c1 (stereo not given)
11	CCC(CC)C(=O)OCC(=O)NC12CC3CC(CC(C3)C1)C2
12	COC(=O)c1nn(-c2nc(-c3ccc(OC)c(OC)c3)cc(C(F)(F)F)n2)cc1[N+](=O)[O-]
13	CCn1c(SCC(=O)N2CCN(c3ccccc3)CC2)nnc1-c1ccncc1
14	COc1ccc(/C=C(\NC(=O)c2ccccc2)C(=O)NNC(=O)CCN2CCOCC2)cc1
15	COc1ccccc1CN(C)C(=O)C1(c2ccc(Cl)cc2)CC1
16	COc1ccc(-c2cc(C(=O)OCC(=O)c3cccc([N+](=O)[O-])c3)c3cc(C)ccc3n2)cc1
Assay by compound	9	10	11	12	13	14	15	16
NPY-Y2 PAM-ag	12	-2	-1	-2	11	-3	-8	-6
NPY1 pot ag	5	7	1	-6	-11	3	-7	-10
CHOP inhibitor	43	24	33	-22	15	0	15	0
TRPML3 ag	0.7	-1.0	0.0	1.1	1.1	-0.1	-1.3	0.4
S1P4 antag	10	-5	6	-4	-8	5	-8	-9
EP2 modulator	12	-12	17	23	13	7	34	21
TRPN1 ag	-0.7	-0.5	-0.7	1.2	-0.3	0.0	-1.2	1.4
S1P4 agonist	-1.6	0.5	0.7	-0.8	-0.3	1.4	0.4	-3.3
NPY-Y1 antag	10	-6	4	-3	1	1	13	-2

3 compounds drawn at random from those above:
15	COc1ccccc1CN(C)C(=O)C1(c2ccc(Cl)cc2)CC1
13	CCn1c(SCC(=O)N2CCN(c3ccccc3)CC2)nnc1-c1ccncc1
16	COc1ccc(-c2cc(C(=O)OCC(=O)c3cccc([N+](=O)[O-])c3)c3cc(C)ccc3n2)cc1
Assay by compound	15	13	16
NPY-Y2 PAM-ag	-8	11	-6
NPY1 pot ag	-7	-11	-10
CHOP inhibitor	15	15	0
TRPML3 ag	-1.3	1.1	0.4
S1P4 antag	-8	-8	-9
EP2 modulator	34	13	21
TRPN1 ag	-1.2	-0.3	1.4
S1P4 agonist	0.4	-0.3	-3.3
NPY-Y1 antag	13	1	-2

Further structures follow:
17	Cc1cc2nc(C)n(CCCNC(=O)Nc3ccc(C#N)cc3)c2cc1C
18	CCOC(=O)C1CCCN(C(=O)/C=C/c2ccc(Cl)cc2)C1 (stereo not given)
19	CC1=Nc2ccc(C)cc2N(Cc2ccccc2)C(=O)C1
20	O=C1[C@@H]2C(c3ccc(F)cc3)=NO[C@@H]2C(=O)N1Cc1ccccc1
21	CCCc1nnc(NC(=O)CC(=O)Nc2ccccc2C(=O)O)s1
22	CC(CSc1nc2ccccc2s1)Cn1c(N2CCCC2)nc2c1c(=O)[nH]c(=O)n2C (stereo not given)
23	CCOC(=O)Nc1ccc(NC(=O)OCC)cc1
24	COc1cc(OC)cc(-n2nc(C(=O)NCCCN3CCOCC3)c3ccccc3c2=O)c1
Assay by compound	17	18	19	20	21	22	23	24
NPY-Y2 PAM-ag	20	-8	-10	6	5	-12	-9	6
NPY1 pot ag	9	-9	-1	9	7	8	-36	2
CHOP inhibitor	21	-16	20	10	9	52	27	9
TRPML3 ag	-0.7	0.0	-0.1	0.1	0.4	-0.2	-0.5	0.6
S1P4 antag	-8	0	0	-26	0	-3	6	-15
EP2 modulator	-12	-32	27	5	15	41	-1	3
TRPN1 ag	2.8	-1.6	-0.1	-1.8	0.5	0.6	-0.9	-0.1
S1P4 agonist	-0.7	-2.1	-3.0	2.0	1.0	0.3	2.3	1.3
NPY-Y1 antag	-5	0	-5	/	11	1	-4	-1

25	COc1ccc(NC(=O)CNS(=O)(=O)c2ccccc2)cc1Cl
26	COc1ccc(N2CSC3=C(C#N)C(c4ccc(OC)c(OC)c4)CC(=O)N3C2)c(OC)c1 (stereo not given)
27	O=C(Nc1ccc(N2CCCCC2)cc1)c1cccnc1
28	O=C(CCc1ccccc1)NCC(=O)N/N=C/c1ccc2c(c1)OCO2
29	O=C(c1cc(-c2ccccc2)nc2ccccc12)N1CCc2ccccc2C1
30	CCOC(=O)c1ccc(S(=O)(=O)N2CCN(C)CC2)cc1
31	O=C(N=NC(=O)c1ccc2c(O)n(C3CCCCC3)c(O)c2c1)c1cccnc1
32	CCn1cc([N+](=O)[O-])c(C(=O)Nc2ccc(Br)cn2)n1
Assay by compound	25	26	27	28	29	30	31	32
NPY-Y2 PAM-ag	6	-22	-11	-20	-15	12	2	-6
NPY1 pot ag	-6	-21	-6	-2	-37	19	2	-8
CHOP inhibitor	-5	-6	-21	-8	36	-17	-7	-12
TRPML3 ag	-0.1	0.2	1.1	-0.5	-0.4	-0.5	0.4	0.7
S1P4 antag	-5	9	-1	-3	-14	1	9	-13
EP2 modulator	-30	-37	-6	-26	51	14	10	11
TRPN1 ag	-0.8	1.4	-0.8	-1.0	-0.5	-1.3	2.3	0.0
S1P4 agonist	-0.7	-1.2	-1.3	1.0	2.6	-1.5	0.2	-2.2
NPY-Y1 antag	-1	4	1	4	13	-6	-1	-2

33	CCOC(=O)c1ccccc1NC(=O)N[C@@H](C)C(=O)OC
34	O=C(N/N=C\c1ccc(-c2ccc([N+](=O)[O-])cc2)o1)C1COc2ccccc2O1 (stereo not given)
35	CCOc1ccc(NC(=O)C(C)Oc2ccccc2C(=O)Nc2ccc(C)c(Cl)c2)cc1 (stereo not given)
36	CCOC(=O)c1sc(Nc2ccccc2Cl)nc1C
37	CC(C)(C)C1CCc2onc(C(=O)N3CCOCC3)c2C1 (stereo not given)
38	Cc1ncc(CN2CCN(Cc3ccccc3)C(CCO)C2)s1 (stereo not given)
39	COc1ccc2cc(C(c3nnnn3C3CCCC3)N3CCCCCC3)c3nnnn3c2c1 (stereo not given)
40	Cc1nc(NC(C)c2ccccc2)sc1C(=O)Nc1ccccc1 (stereo not given)
Assay by compound	33	34	35	36	37	38	39	40
NPY-Y2 PAM-ag	-3	-5	20	-21	-6	-5	1	13
NPY1 pot ag	1	7	20	-14	0	2	-2	-2
CHOP inhibitor	-22	81*	-20	14	22	12	4	-6
TRPML3 ag	0.7	0.8	0.3	-1.5	1.0	0.7	1.0	-0.5
S1P4 antag	-12	-12	-2	9	-22	3	-6	-4
EP2 modulator	2	-37	-17	28	2	18	15	-29
TRPN1 ag	2.5	1.5	-0.3	0.0	0.5	-0.2	-0.2	0.1
S1P4 agonist	-1.9	1.0	-1.2	0.6	0.3	0.4	-0.1	1.2
NPY-Y1 antag	4	4	-13	/	6	-3	6	1

41	O=C(COc1ccc(Cl)cc1)Nc1nc(-c2cccs2)cs1
42	CCN=C1SC(C(=O)Nc2cccc(Cl)c2)CC(=O)N1CC (stereo not given)
43	CC(=O)NN1C(=O)c2ccc(Oc3cccc([N+](=O)[O-])c3)cc2C1=O
44	CCOC(=O)Cc1csc(NC(=O)c2cnc3scc(C)n3c2=O)n1
45	Cc1ccc(-c2nnc(SCC(=O)N/N=C/c3c(C)nn(-c4ccccc4)c3C)n2-c2ccc(C)cc2)cc1
46	Clc1ccc(C2=Nn3c(nnc3-c3cccnc3)SC2)s1
47	COc1ccc2nc(NS(=O)(=O)c3ccc(NC(C)=O)cc3)sc2c1
48	O=C(Nc1ccccc1)c1ccc2c(c1)OCCO2
Assay by compound	41	42	43	44	45	46	47	48
NPY-Y2 PAM-ag	-16	12	-4	6	3	11	-1	-1
NPY1 pot ag	-25	18	9	-2	5	26	-12	-7
CHOP inhibitor	-4	-9	-29	/	49	19	19	-7
TRPML3 ag	0.1	0.6	0.7	0.2	0.2	-0.4	1.0	1.8
S1P4 antag	-11	-9	2	-11	-8	-21	-7	2
EP2 modulator	-9	-30	21	/	-4	16	10	5
TRPN1 ag	1.1	2.3	0.0	0.9	-0.1	-0.2	1.3	0.9
S1P4 agonist	-0.7	-2.0	-1.1	-0.4	-0.3	1.2	0.6	-1.3
NPY-Y1 antag	13	-4	-1	-3	-6	1	6	5

49	Cc1ccc(OCc2nn3c(-c4ccco4)nnc3s2)cc1
50	COc1cc(NC2c3ccccc3C(=O)N2Cc2ccccc2Cl)cc(OC)c1 (stereo not given)
51	COC(=O)c1ccc(NC(=O)CN(c2ccc3c(c2)OCO3)S(C)(=O)=O)cc1
52	O=C(COC(=O)C1(c2ccc(Cl)cc2)CCCC1)Nc1ncc(C(F)(F)F)cc1Cl
53	CS/C(=C(/C#N)S(=O)(=O)c1ccc(Cl)cc1)N1CCOCC1
Assay by compound	49	50	51	52	53
NPY-Y2 PAM-ag	7	-13	5	8	-20
NPY1 pot ag	4	-26	11	-25	12
CHOP inhibitor	28	0	-4	31	-20
TRPML3 ag	-0.1	-0.9	-0.8	0.7	0.7
S1P4 antag	-16	5	15	-1	6
EP2 modulator	63*	14	-9	8	-30
TRPN1 ag	0.1	-0.8	0.3	0.4	1.6
S1P4 agonist	0.5	-0.5	-1.1	29*	-0.2
NPY-Y1 antag	4	/	-3	5	/

Compound activity from PubChem.

The order is random, and some 6.5% of all compounds hit somewhere here.
